Assay outcomes from PubChem BioAssay.
KLK7 zymogen act: proKLK7 (human) activation, primary screen. P49862. activation, % at 7 µM. actives 0.9% (n = 370,000). purified proKLK7, EDANS-DABCYL substrate fluorescence; 100% is mature enzyme control, 0% vehicle;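 active means activation above the mean of all tested compounds plus 3 SD, computed per campaign excluding outliers beyond control limits, cut at about 13% in these data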
Target sequence (P49862 whole entry, looked up): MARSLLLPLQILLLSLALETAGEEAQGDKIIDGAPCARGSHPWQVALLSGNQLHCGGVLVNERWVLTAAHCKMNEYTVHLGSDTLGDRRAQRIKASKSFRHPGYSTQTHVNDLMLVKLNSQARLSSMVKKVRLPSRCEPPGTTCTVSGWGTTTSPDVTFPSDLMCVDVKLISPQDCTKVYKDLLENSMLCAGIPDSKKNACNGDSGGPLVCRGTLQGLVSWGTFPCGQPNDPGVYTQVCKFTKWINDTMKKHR
Tn7 DDE FP: disrupts Tn7 cyclic peptide binding to fibrin D-Dimer-E complex. P02675. FP displacement of FITC-Tn7 peptide from fibrin DD(E); 0% = median of compound wells per plate. inhibition, % at 8.3 µM. actives 0.13% (n = 370,000). AID 720508;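 active means inhibition above the mean of compounds falling within the control limits plus 3 SD of them, cut at about 14% in these data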;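 further: 0% = plate median of compound wells and 100% = 10 µM Aha-Tn7 peptide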
Target sequence (P02675 whole entry, looked up): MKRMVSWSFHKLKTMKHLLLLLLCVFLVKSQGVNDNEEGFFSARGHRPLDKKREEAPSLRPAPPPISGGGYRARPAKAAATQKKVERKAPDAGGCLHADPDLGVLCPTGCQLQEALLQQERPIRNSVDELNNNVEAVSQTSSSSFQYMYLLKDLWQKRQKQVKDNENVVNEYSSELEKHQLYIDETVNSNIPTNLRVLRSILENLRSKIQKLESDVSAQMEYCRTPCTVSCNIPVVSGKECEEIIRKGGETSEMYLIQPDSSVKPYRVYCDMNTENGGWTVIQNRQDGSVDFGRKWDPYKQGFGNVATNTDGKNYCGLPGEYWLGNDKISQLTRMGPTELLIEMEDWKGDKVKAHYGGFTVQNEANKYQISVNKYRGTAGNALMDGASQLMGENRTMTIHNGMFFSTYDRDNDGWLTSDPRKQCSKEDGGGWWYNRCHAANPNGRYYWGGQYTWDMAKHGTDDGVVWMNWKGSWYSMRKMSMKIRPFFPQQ
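Assay system: Fibrin-DD(E) protein isolated from polymerized human fibrin clots; read-out basis: percent inhibition; medium: Tris/NaCl/CaCl2 buffer, pH 7.8; signal: FP measurement; incubation: 10 min plus 3 h, room temperature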
TDP2 absorb: TDP2 (human) inhibition, absorbance primary screen. O95551. recombinant TDP2, T5PNP hydrolysis, p-nitrophenol absorbance 415 nm. inhibition, % at 12.8 µM. actives 0.34% (n = 370,000). AID 720702;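 active means inhibition above the mean of all tested compounds plus 3 SD, set per campaign, cut at about 25% in these data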;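 further: 0% = DMSO with enzyme and 100% = buffer with substrate but no TDP2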
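Evaluation: % inhibition relative to enzyme-containing and enzyme-free wells. Material: recombinant human TDP2. Benchmarks: enzyme-free and DMSO wells. Timing: enzyme reaction with compound for 2 h at 37 °C. Compound dosing: 12.8 µM only. Measured by: p-Nitrophenol epi absorbance. Reagent: T5PNP substrate at 5 mM, a TopII-DNA adduct mimic. Replication: single well per compound.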
ASAP1 inh: ASAP1 ArfGAP inhibition; AID 624377; actives 0.19% (n = 360,000); ASAP1-stimulated ARF1 GTP hydrolysis, GDP FP detection; Q9ULH1; inhibition, % at 16.5 µM; in the data active means inhibition above about 25%;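 further: 0% = vehicle with enzyme and substrate and 100% = no enzyme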
ARFGAP1 inh: rat ARFGAP1 inhibition | Q62848 | Arfgap1-stimulated ARF1 GTP hydrolysis, GDP FP detection | inhibition, % at 16.5 µM | actives 0.26% (n = 360,000) | AID 651572;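 active means inhibition above a per-plate limit, mean inhibition of low control wells plus 3 SD, cut at about 25% in these data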;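 further: 0% = DMSO wells with enzyme and 100% = wells lacking Arfgap1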
Target sequence (Q62848 1-136 limits assumed): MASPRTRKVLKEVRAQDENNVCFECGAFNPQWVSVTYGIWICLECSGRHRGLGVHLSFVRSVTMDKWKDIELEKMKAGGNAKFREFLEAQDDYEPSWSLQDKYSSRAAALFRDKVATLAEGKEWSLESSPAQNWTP
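Material – truncated rat Arfgap1 GAP domain · Buffer or medium – HEPES-based buffer, pH 7.5 · Reagent – human ARF1(Δ1-17)-GTP substrate · Dosing – 16.5 µM single point, 1.26% DMSO · Schedule – GTP hydrolysis reaction 2 h at 25 °C · Technique – GDP detection by fluorescence polarization · Benchmarks – No-Arfgap1 wells (100%) versus DMSO full-reaction wells (0%) · Repeats – single replicate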
DDE Tn6 FP inh: DD(E)-Tn6 binding inhibition, primary FP screen | inhibition, % at 8.3 µM | Fibrin DD(E) TRITC-Tn6 fluorescence polarization displacement | actives 0.21% (n = 370,000);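 active means inhibition above a per-campaign cutoff: mean of compounds within control limits plus 3 SD, cut at about 15% in these data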;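 further: 0% = median of all compound wells on the plate and 100% = blocking peptide control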
LEDGF integ inh: blocks HIV-1 LEDGF/p75-dependent DNA integration; TR-FRET IN-LEDGF/p75 DNA integration, Eu/Cy5; inhibition, % at 3.7 µM; actives 0.64% (n = 370,000);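 active means inhibition above the screen-wide mean plus 3 SD, cut at about 13% in these data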;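 further: signal is the Cy5 over europium emission ratio at 671 and 618 nm; 0% = plate median of compound wells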
ADAM17 inh: inhibits human ADAM17. P78536. recombinant ADAM17, EDANS/DABCYL FRET peptide cleavage. inhibition, % at 6.95 µM. actives 0.83% (n = 370,000);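 active means inhibition above the mean of compounds lying between control limits plus 3 SD, set per campaign, cut at about 8.5% in these data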;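 further: 0% = DMSO-only wells as the low control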
PLC-gamma1 inh: inhibitors of human phospholipase C gamma1 | purified PLC-gamma1, fluorogenic substrate, fluorescence | inhibition, % at 12.2 µM | actives 0.84% (n = 370,000) | AID 720700; in the data active means inhibition above about 9.5%
ADAM10 inh: inhibitors of human ADAM10; inhibition, % at 7 µM; O14672; recombinant ADAM10, EDANS/DABCYL FRET peptide cleavage, 3 h; AID 720582; actives 0.62% (n = 370,000);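 active means inhibition above a per-campaign cutoff equal to the mean of compounds falling between control-based bounds plus 3 SD, cut at about 20% in these data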;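 further: 0% = DMSO wells while the 100% control is not disclosed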
Active calls of the source: *. Compounds as they come. About 4.2% of those tested had a hit in this group.

`CC(=O)c1ccccc1C(=O)N(C)C1CCCN(Cc2ccccc2F)C1` (configuration not stated) gave KLK7 zymogen act 0.0, Tn7 DDE FP -4, TDP2 absorb 17, ASAP1 inh 5, ARFGAP1 inh -5, DDE Tn6 FP inh 0, LEDGF integ inh 0, ADAM17 inh -2, PLC-gamma1 inh 1 and ADAM10 inh 0.
Screening Cc1ccc(NC(=O)c2ncn(CCCN(CCCn3cnc(C(=O)Nc4ccc(C)c(C)c4)n3)Cc3ccc4[nH]ccc4c3)n2)cc1C returned KLK7 zymogen act -0.3, Tn7 DDE FP 0, TDP2 absorb -8, ASAP1 inh 1, ARFGAP1 inh 10, DDE Tn6 FP inh 10, LEDGF integ inh -4, ADAM17 inh 6, PLC-gamma1 inh 5 and ADAM10 inh 2.
`S=c1[nH]nc(CSCc2ccc(Cl)cc2Cl)n1-c1ccccc1` gave KLK7 zymogen act -0.3, Tn7 DDE FP -8, TDP2 absorb -8, ASAP1 inh 2, ARFGAP1 inh 2, DDE Tn6 FP inh -9, LEDGF integ inh 1, ADAM17 inh 7, PLC-gamma1 inh -3 and ADAM10 inh 15.
Screening COc1ccccc1NS(=O)(=O)c1ccc(C(=O)N2CCN(c3ccccc3O)CC2)cc1 returned KLK7 zymogen act -0.1, Tn7 DDE FP 0, TDP2 absorb 6, ASAP1 inh -4, ARFGAP1 inh 11, DDE Tn6 FP inh -9, LEDGF integ inh -2, ADAM17 inh -3, PLC-gamma1 inh 5 and ADAM10 inh -4.
COc1cc(/C=C/C(=O)OCC(=O)N2CCCc3ccccc32)ccc1OC(F)F was read as KLK7 zymogen act -0.3, Tn7 DDE FP -1, TDP2 absorb -24, ASAP1 inh 2, ARFGAP1 inh 12, DDE Tn6 FP inh -7, LEDGF integ inh 7, ADAM17 inh -3, PLC-gamma1 inh -1 and ADAM10 inh -6.
CCOC(=O)N1CCN(Cc2ccc3c(c2)OCO3)CC1 was read as KLK7 zymogen act -0.1, Tn7 DDE FP -2, TDP2 absorb 6, ASAP1 inh -12, ARFGAP1 inh 6, DDE Tn6 FP inh -1, LEDGF integ inh -4, ADAM17 inh 0, PLC-gamma1 inh 1 and ADAM10 inh -2.
`COc1ccc(-n2ncc(N(C)n3cccc3)c(Cl)c2=O)cc1` gave KLK7 zymogen act 0.1, Tn7 DDE FP 3, TDP2 absorb -3, ASAP1 inh 11, ARFGAP1 inh 8, DDE Tn6 FP inh 0, LEDGF integ inh -2, ADAM17 inh -3, PLC-gamma1 inh -10 and ADAM10 inh -6.
Screening Cc1c(CNC(=O)C2CCC(=O)N(CCc3ccccc3)C2)cnn1C (configuration not stated) returned KLK7 zymogen act 0.8, Tn7 DDE FP -10, TDP2 absorb 5, ASAP1 inh 5, ARFGAP1 inh 13, DDE Tn6 FP inh -10, LEDGF integ inh 3, ADAM17 inh 1, PLC-gamma1 inh 0 and ADAM10 inh -1.
`Cc1ccc(S(=O)(=O)c2nnn3c2nc(N2CCCCC2)c2ccccc23)cc1` gave KLK7 zymogen act 0.9, Tn7 DDE FP -10, TDP2 absorb -6, ASAP1 inh 0, ARFGAP1 inh 8, DDE Tn6 FP inh 2, LEDGF integ inh -2, ADAM17 inh 3, PLC-gamma1 inh -4 and ADAM10 inh -5.
Screening COc1ccccc1OCc1ccc(C(=O)Nc2ccncc2)o1 returned KLK7 zymogen act 0.1, Tn7 DDE FP 1, TDP2 absorb 4, ASAP1 inh -3, ARFGAP1 inh -12, DDE Tn6 FP inh 3, LEDGF integ inh -2, ADAM17 inh -1, PLC-gamma1 inh 2 and ADAM10 inh 2.
`CC(=O)c1cccc(Nc2nc(-c3ccccc3)nc3ccccc23)c1` gave KLK7 zymogen act 0.1, Tn7 DDE FP 4, TDP2 absorb 13, ASAP1 inh 16, ARFGAP1 inh 3, DDE Tn6 FP inh 5, LEDGF integ inh -6, ADAM17 inh -6, PLC-gamma1 inh -31 and ADAM10 inh -3.
Screening CC1CCC(C(=O)NC(C(=O)NCCN2CCC(C)CC2)C(C)C)CC1 (configuration not stated) returned KLK7 zymogen act -0.9, Tn7 DDE FP 4, TDP2 absorb 11, ASAP1 inh 6, ARFGAP1 inh 1, DDE Tn6 FP inh 11, LEDGF integ inh -1, ADAM17 inh -2, PLC-gamma1 inh 0 and ADAM10 inh -1.
CC(=O)Nc1scc(-c2ccccc2)[n+]1-c1ccc(C)cc1 was read as KLK7 zymogen act -0.4, Tn7 DDE FP -2, TDP2 absorb -8, ASAP1 inh -4, ARFGAP1 inh 7, DDE Tn6 FP inh 2, LEDGF integ inh 2, ADAM17 inh 3, PLC-gamma1 inh 7 and ADAM10 inh 6.
Screening O=C(NCc1ccccc1)/C(=C\c1ccc([N+](=O)[O-])cc1)NC(=O)c1ccco1 returned KLK7 zymogen act 0.3, Tn7 DDE FP 4, TDP2 absorb 5, ASAP1 inh -1, ARFGAP1 inh -4, DDE Tn6 FP inh 5, LEDGF integ inh 0, ADAM17 inh -2, PLC-gamma1 inh -1 and ADAM10 inh 8.
Cc1cc(Br)ccc1SCC(=O)OCC(=O)NC(C)c1ccccc1 (configuration not stated) was read as KLK7 zymogen act -0.1, Tn7 DDE FP -8, TDP2 absorb 14, ASAP1 inh -1, ARFGAP1 inh 6, DDE Tn6 FP inh 3, LEDGF integ inh -1, ADAM17 inh 4, PLC-gamma1 inh -1 and ADAM10 inh 10.
COc1ccc(Cl)cc1C(=O)OCC(=O)c1c(N)n(C)c(=O)n(C)c1=O was read as KLK7 zymogen act 0.3, Tn7 DDE FP 2, TDP2 absorb 2, ASAP1 inh 10, ARFGAP1 inh 14, DDE Tn6 FP inh 2, LEDGF integ inh 2, ADAM17 inh -1, PLC-gamma1 inh 1 and ADAM10 inh -1.
`CCCc1nnc(SCC(=O)N2CCOCC2)n1C` gave KLK7 zymogen act -0.8, Tn7 DDE FP 5, TDP2 absorb -6, ASAP1 inh -2, ARFGAP1 inh 6, DDE Tn6 FP inh -13, LEDGF integ inh -5, ADAM17 inh -3, PLC-gamma1 inh 7 and ADAM10 inh -6.
Cc1cccc(C)c1NC(=O)CC(C)c1ccccc1 (configuration not stated) was read as KLK7 zymogen act 0.2, Tn7 DDE FP -3, TDP2 absorb 1, ASAP1 inh 15, ARFGAP1 inh -3, DDE Tn6 FP inh 2, LEDGF integ inh 1, ADAM17 inh -3, PLC-gamma1 inh 2 and ADAM10 inh 7.
Fc1ccc(-c2cc(-c3nnc4sc(-c5ccco5)nn34)[nH]n2)cc1 was read as KLK7 zymogen act -0.8, Tn7 DDE FP -6, TDP2 absorb -5, DDE Tn6 FP inh 10, LEDGF integ inh 0, ADAM17 inh -4, PLC-gamma1 inh 1 and ADAM10 inh -2.
CCCC(=O)N=c1sc2cccc(F)c2n1C was read as KLK7 zymogen act -0.3, Tn7 DDE FP 2, TDP2 absorb 0, ASAP1 inh 2, ARFGAP1 inh -6, DDE Tn6 FP inh 4, LEDGF integ inh -1, ADAM17 inh 1, PLC-gamma1 inh 2 and ADAM10 inh -10.
Screening COc1ccc(C2CC(c3ccc(Cl)cc3Cl)Nc3nc(N)nn32)cc1OC (configuration not stated) returned KLK7 zymogen act 0.4, Tn7 DDE FP 9, TDP2 absorb 9, ASAP1 inh -10, ARFGAP1 inh 2, DDE Tn6 FP inh 2, LEDGF integ inh -1, ADAM17 inh -3, PLC-gamma1 inh -1 and ADAM10 inh -14.
Screening Cc1ccc(CNC(=O)CN(c2ccc(C)cc2)S(=O)(=O)c2c(C)nn(C)c2C)cc1 returned KLK7 zymogen act 0.3, Tn7 DDE FP 5, TDP2 absorb -10, ASAP1 inh 2, ARFGAP1 inh -6, DDE Tn6 FP inh 5, LEDGF integ inh -1, ADAM17 inh -1, PLC-gamma1 inh -3 and ADAM10 inh -2.
For Cc1ccc(-n2cnc3ncnc(-c4ccccc4)c32)cc1 the results were KLK7 zymogen act -0.2, Tn7 DDE FP 1, TDP2 absorb 7, ASAP1 inh 5, ARFGAP1 inh -1, DDE Tn6 FP inh -3, LEDGF integ inh -1, ADAM17 inh -5, PLC-gamma1 inh -3 and ADAM10 inh -1.
Cc1cc(NC(=O)COc2ncnc3sc(C)c(C)c23)no1 was read as KLK7 zymogen act -0.5, Tn7 DDE FP -2, TDP2 absorb 4, ASAP1 inh 2, ARFGAP1 inh -12, DDE Tn6 FP inh -8, LEDGF integ inh -2, ADAM17 inh -2, PLC-gamma1 inh -1 and ADAM10 inh 1.
For COc1ccccc1C(=O)COC(=O)c1nc2nc(C)cc(C)n2n1 the results were KLK7 zymogen act 0.8, Tn7 DDE FP 0, TDP2 absorb 4, ASAP1 inh -1, ARFGAP1 inh 1, DDE Tn6 FP inh -7, LEDGF integ inh 2, ADAM17 inh -5, PLC-gamma1 inh -2 and ADAM10 inh -16.
For C[C@@H]1CN([C@@H](C)CO)C(=O)Cc2cc(NS(=O)(=O)c3ccccc3)ccc2O[C@H]1CN(C)S(C)(=O)=O the results were KLK7 zymogen act 0.0, Tn7 DDE FP -3, TDP2 absorb 4, ASAP1 inh -7, ARFGAP1 inh 14, DDE Tn6 FP inh 3, LEDGF integ inh 2, ADAM17 inh 1, PLC-gamma1 inh -1 and ADAM10 inh -2.
`O=C(Cn1cnc2sc3c(c2c1=O)CCCC3)NCC(=O)Nc1c(F)cccc1F` gave KLK7 zymogen act 0.3, Tn7 DDE FP 4, TDP2 absorb -9, ASAP1 inh 0, ARFGAP1 inh -2, DDE Tn6 FP inh -8, LEDGF integ inh 1, ADAM17 inh 0, PLC-gamma1 inh 2 and ADAM10 inh -8.
`COc1cccc(N2CCN(C(C)C(=O)NC34CC5CC(CC(C5)C3)C4)CC2)c1` (configuration not stated) gave KLK7 zymogen act 0.1, Tn7 DDE FP 3, TDP2 absorb 4, ASAP1 inh -13, ARFGAP1 inh 4, DDE Tn6 FP inh -2, LEDGF integ inh -5, ADAM17 inh -5, PLC-gamma1 inh -2 and ADAM10 inh 6.
For O=C(COC(=O)Cc1cccc(C(F)(F)F)c1)NC1CCS(=O)(=O)C1 (configuration not stated) the results were KLK7 zymogen act -0.4, Tn7 DDE FP -5, TDP2 absorb -6, ASAP1 inh -4, ARFGAP1 inh -3, DDE Tn6 FP inh 1, LEDGF integ inh 4, ADAM17 inh -3, PLC-gamma1 inh 3 and ADAM10 inh 3.
